DAX1 inh-1: inhibitors of human orphan nuclear receptor DAX1 (NR0B1). actives 0.99% (n = 340,000). AID 504766. inhibition, % at 6.75 µM. HEK293 Gal4-DAX1 luciferase reporter, luminescence. P51843;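 active means inhibition above the mean over all tested compounds plus 3 SD, cut at about 4.2% in these data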;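 further: 0% = DAX1-transfected cells with DMSO and 100% = empty-vector control cells with DMSO; inhibition shows as a rise in luminescence from relieved DAX1 repression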
KLK7 zymogen act: activators of human kallikrein-7 zymogen; activation, % at 7 µM; purified proKLK7, EDANS-DABCYL substrate fluorescence; 100% is mature enzyme control, 0% vehicle; P49862; actives 0.9% (n = 370,000);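 active means activation above the mean of all tested compounds plus 3 SD, computed per campaign excluding outliers beyond control limits, cut at about 13% in these data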
hcDAF12 agonist: activators of H. contortus DAF-12 nuclear receptor; AID 652067; actives 1.4% (n = 370,000); HEK293 hcDAF-12 lit1-tk-luc reporter, luminescence; 0% DMSO, 100% Δ7-dafachronic acid; activation, % at 6.8 µM;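 active means activation above the mean of all tested compounds plus 3 SD, cut at about 5.5% in these data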;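 further: 100% = response to 3 µM Δ7-dafachronic acid high control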
DAX1 inh-2: DAX1 (NR0B1) inhibition, primary screen; HEK293T StAR-luciferase reporter, SF-1/DAX-1 repression relief; inhibition, % at 6.8 µM; actives 1.1% (n = 370,000); AID 652010;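 active means inhibition above the mean over all tested compounds plus 3 SD, cut at about 3.6% in these data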;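 further: 0% = DAX-1 cells with DMSO and 100% = cells lacking DAX-1 with DMSO; higher inhibition means more luminescence from relief of DAX-1 repression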
GAA850 FXN act: frataxin GAA850 promoter activation. HEK293 lucGAA850 FXN promoter luciferase reporter, 24 h; percent of 10 µM SAHA response. activation, % at 6 µM. actives 0.56% (n = 360,000);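 active means activation above the average of all compounds screened plus 3 SD, cutoff fixed separately per campaign, cut at about 7.5% in these data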;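 further: 0% = DMSO wells and 100% = 10 µM SAHA wells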
GC-A act: GC-A (human) enzyme activation; activation, % at 10 µM; AID 1671463; actives 0.14% (n = 370,000); HEK293 GC-A cells, cGMP TR-FRET, EC30 ANP; 0% at EC30 ANP, 100% saturating ANP; in the data active means activation above about 40%
Target sequence (P16066 whole entry, looked up): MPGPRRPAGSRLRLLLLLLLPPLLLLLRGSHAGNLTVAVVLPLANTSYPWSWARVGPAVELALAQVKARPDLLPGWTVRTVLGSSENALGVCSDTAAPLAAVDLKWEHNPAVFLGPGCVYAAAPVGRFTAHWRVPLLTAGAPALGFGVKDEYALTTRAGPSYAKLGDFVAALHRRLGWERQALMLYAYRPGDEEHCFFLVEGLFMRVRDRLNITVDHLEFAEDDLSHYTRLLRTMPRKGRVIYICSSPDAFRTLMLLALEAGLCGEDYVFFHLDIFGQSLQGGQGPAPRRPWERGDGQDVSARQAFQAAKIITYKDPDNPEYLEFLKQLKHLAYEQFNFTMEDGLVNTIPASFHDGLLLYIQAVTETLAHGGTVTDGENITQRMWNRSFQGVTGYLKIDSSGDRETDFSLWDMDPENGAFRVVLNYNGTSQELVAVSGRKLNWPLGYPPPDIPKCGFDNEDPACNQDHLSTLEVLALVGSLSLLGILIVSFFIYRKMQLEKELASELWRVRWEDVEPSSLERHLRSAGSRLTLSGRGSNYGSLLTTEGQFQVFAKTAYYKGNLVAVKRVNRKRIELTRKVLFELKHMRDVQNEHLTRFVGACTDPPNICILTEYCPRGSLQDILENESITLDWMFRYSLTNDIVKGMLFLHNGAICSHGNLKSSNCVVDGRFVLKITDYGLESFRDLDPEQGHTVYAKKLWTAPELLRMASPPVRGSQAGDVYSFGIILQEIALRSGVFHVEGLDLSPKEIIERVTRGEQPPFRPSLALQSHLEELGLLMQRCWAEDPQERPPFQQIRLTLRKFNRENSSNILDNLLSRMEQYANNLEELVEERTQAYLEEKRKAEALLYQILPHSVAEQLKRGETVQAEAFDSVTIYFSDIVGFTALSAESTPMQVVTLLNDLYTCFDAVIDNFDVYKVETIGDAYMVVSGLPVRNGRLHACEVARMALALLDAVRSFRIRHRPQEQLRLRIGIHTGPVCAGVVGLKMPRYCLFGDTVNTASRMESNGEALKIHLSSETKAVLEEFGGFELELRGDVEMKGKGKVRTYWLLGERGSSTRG
ssDAF-12 act: activators of S. stercoralis DAF-12 nuclear receptor | HEK293 ssDAF-12/GRIP1 lit1-tk-luc reporter, luminescence; % of 3 µM dafachronic acid response | activation, % at 6.8 µM | actives 1% (n = 370,000) | AID 652126;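 active means activation above the mean over all tested compounds plus 3 SD, cut at about 0.9% in these data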;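 further: 0% = DMSO-only wells and 100% = 3 µM delta7-dafachronic acid wells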
sPLA2-III inh: Inhibits HGIII-sPLA2 liposome hydrolysis, primary screen. Q9NZ20. QFRET BODIPY PC-A2 liposome hydrolysis, fluorescence. inhibition, % at 12.2 µM. actives 0.56% (n = 370,000). AID 743126;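 active means inhibition above mean plus 3 SD of compounds lying within the high and low control bounds, cut at about 19% in these data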;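 further: 0% = median of test compound wells and 100% = no enzyme DMSO wells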
GC-B act: GC-B (human) receptor activation; P20594; HEK293-GC-B cells, CNP EC30, cGMP TR-FRET; 0% at EC30 CNP, 100% saturating CNP; activation, % at 10 µM; actives 0.11% (n = 370,000); AID 1920062;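 active means activation at 10 µM reaching about 35% in either raw or pattern-adjusted values, limit read from the data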
hgDAF-12 ag: hgDAF-12 agonism, primary luciferase screen | HEK293 GAL4-hgDAF12 UAS-luciferase reporter, agonist luminescence; normalized to butyrate control | activation, % at 6.8 µM | actives 1.8% (n = 370,000) | AID 687014;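 active means activation above a cutoff set at the mean of all screened compounds plus 3 SD, cut at about 10% in these data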;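 further: 0% = DMSO wells and 100% = sodium butyrate wells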
SMARCA2 act: SMARCA2 function activation, primary screen; actives 1% (n = 370,000); MG213 cells, MMTV-luciferase reporter, dexamethasone, overnight; activation, % at 9.1 µM; in the data active means activation above about 7.8%;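 further: 0% = vehicle wells and 100% = reference activator wells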
The depositor's hits bear a star; / = not tested or not shown.

SMILES	DAX1 inh-1	KLK7 zymogen act	hcDAF12 agonist	DAX1 inh-2	GAA850 FXN act	GC-A act	ssDAF-12 act	sPLA2-III inh	GC-B act	hgDAF-12 ag	SMARCA2 act
Cc1ccc(C(=O)NCCC(=O)NCc2cc(=O)n(C)c(=O)n2C)cc1	-0.4	-0.1	-2.4	-0.1	1.9	8	0.1	4	4	0.7	-1
OCC1(Cc2ccc(Cl)cc2)CCN(Cc2ccc(Oc3ncccn3)cc2)CC1	/	-0.5	-0.9	0.8	-0.5	-3	-1.4	-10	1	-1.6	-2
C=CC[C@@H](CC(=O)N[C@H](CO)Cc1ccccc1)C(=O)N[C@@H](COC(=O)[C@@H](CC=C)Cc1ccc(F)cc1)Cc1c[nH]c2ccccc12	0.8	0.3	-2.0	0.5	-11	-2	-1.0	-34	-7	0.6	-1
COc1ccc(S(=O)(=O)NNC(=O)C2CC(c3cccnc3)=NO2)cc1 (stereo unspecified)	2.0	0.1	-1.1	0.1	-0.2	-4	-1.1	5	2	0.9	-5
O=C(Cc1ccc(Cl)cc1Cl)NC1CCCCCC1	-1.0	1.2	-1.9	0.4	-0.8	-3	-1.4	-3	3	-1.2	0
N#C/C(=C(/O)CO/N=C/c1ccccc1Cl)c1nc2ccccc2[nH]1	1.5	0.6	0.4	0.0	0.8	3	-0.7	1	-9	-0.6	2
O=C(CN1CCN(S(=O)(=O)c2ccc(Cl)cc2)CC1)Nc1ccc2c(c1)OCO2	0.1	-0.5	-2.0	0.4	-0.2	-1	-1.3	2	-6	-0.6	-1
CCOC(=O)C1(CCOC)CCN(CC(C)Cc2ccc3c(c2)OCO3)CC1 (stereo unspecified)	-0.3	0.5	-0.8	0.4	0.7	-2	-0.7	-3	-2	-2.3	-1
O=C(COC(=O)/C=C/c1ccc(S(=O)(=O)N2CCOCC2)cc1)NC1CCCCCCC1	0.2	-0.3	-1.0	-0.1	-1.0	-1	-0.6	-8	0	3.0	0
CCCn1c(=O)c2[nH]cnc2n(-c2ccc(Cl)cc2)c1=O	0.8	-0.2	-0.5	-0.5	3.0	0	-2.2	6	2	-2.3	-6
CC(C)(C)C(=O)Nc1ccc(C(=O)N/N=C/c2ccccc2OC(=O)c2ccc(Cl)cc2)cc1	-0.2	-0.1	-1.2	-1.0	-3.2	-2	-1.9	2	4	-3.0	-4
O=C(COc1ccccc1)NCC(=O)Nc1cccc(S(=O)(=O)NC2=NCCC2)c1	-0.1	-0.3	-0.4	1.0	-0.2	1	-0.5	6	3	-2.9	-1
Cc1cccc(N)c1-c1c(C)cccc1N	1.7	-0.2	-2.1	0.1	-1.8	-1	-1.0	7	2	1.2	-3
CC(C)CNC(=O)C1(C)CCCN1C(=O)c1ccc2ccccc2n1 (stereo unspecified)	/	0.1	0.3	-0.1	2.8	4	-1.5	3	2	0.8	-3
C=CC[C@]12C[C@@]3(O[C@H](C4CCCCC4)N=C3C[C@H](c3ccc(OC)cc3)[C@H]1C)N(Cc1ccncc1)C2=O	/	0.5	-1.3	-0.8	/	-3	-1.9	-11	-1	-1.3	0
O=C(OCc1nc(-c2ccccc2Cl)no1)c1ccco1	-0.8	-0.1	-0.9	1.3	0.5	2	-0.5	8	0	-1.4	-2
CCCOc1cc(C)c(S(=O)(=O)NC2CC(C)(C)NC(C)(C)C2)cc1C	0.4	-0.3	-1.3	-0.4	-0.4	2	-1.8	7	5	-4.3	-3
O=C1CC[C@@H](CN(Cc2ccccn2)Cc2nc(Cc3ccccc3)no2)N1	-0.8	0.6	-0.1	1.0	2.4	0	-1.2	-3	0	1.7	-2
CCOc1ccc(S(=O)(=O)N2CCC(C(=O)N3CCN(c4ccccc4F)CC3)CC2)cc1C	0.0	0.1	-1.9	-1.8	-1.5	-3	-1.2	-19	4	-1.0	-3
CCOC(=O)Cn1c(=NC(=O)CC)sc2c(C)cc(C)cc21	2.1	-0.2	2.2	0.0	0.2	-9	-0.9	4	-12	3.5	0
O=C(O)C(Cc1c[nH]c2ccccc12)NS(=O)(=O)c1ccc(Cl)cc1 (stereo unspecified)	1.7	0.2	1.8	0.7	1.1	-1	-0.9	-41	1	1.5	-5
C#CCOC(=O)c1ccccc1C(=O)N(CC)CC	1.3	0.0	0.6	0.5	-2.9	3	-2.2	0	-1	3.3	0
COCCn1cnnc1SCC(=O)Nc1cc(C)on1	1.3	0.2	1.9	0.6	0.2	0	-1.1	0	5	-1.9	4
CNC(=O)[C@H](C)[C@@H]1C[C@@]1(C)[C@@H](NC(=O)OCc1ccccc1)c1ccccc1	1.8	0.1	-2.4	-0.1	-0.8	-3	-1.3	2	-2	-2.0	-3
CC(OC(=O)CC(NC(=O)c1ccccc1Cl)c1ccccc1)C(=O)Nc1cccc(Cl)c1Cl (stereo unspecified)	-0.2	0.6	-0.1	-1.1	0.7	-8	-1.4	-3	-9	0.3	-3
Cc1cccc(C(=O)N(Cc2ccc(C)o2)C2CCS(=O)(=O)C2)c1 (stereo unspecified)	0.1	0.1	-1.4	-1.3	1.2	-13	-1.3	7	-11	-1.4	-2
COCCn1c(=S)[nH]c2cc(C(=O)N3CC(C)CC(C)C3)ccc2c1=O (stereo unspecified)	-0.7	-0.2	-1.7	0.3	/	-2	-1.2	14	-3	-1.4	-2
COc1ccnc(NCc2ccc(Cl)cc2)c1C#N	-0.9	0.3	-2.7	0.1	10*	3	-0.3	11	0	1.6	-1
CCCCCCCCN1C(=O)[C@H](CC(=O)NCCCCc2ccccc2)C[C@@]2(C(=O)OC)CCCCC=C12	/	0.1	-0.9	0.6	/	0	-0.9	-5	2	5.1	3
N#C/C(=C\c1ccc(Cl)cc1Cl)c1n[nH]c(Cn2cncn2)n1	0.6	0.4	-1.4	-0.7	-2.1	-3	-1.3	0	-3	-0.4	1

Record cards, from the list above. Order of screens: DAX1 inh-1 | KLK7 zymogen act | hcDAF12 agonist | DAX1 inh-2 | GAA850 FXN act | GC-A act | ssDAF-12 act | sPLA2-III inh | GC-B act | hgDAF-12 ag | SMARCA2 act
O=C(OCc1nc(-c2ccccc2Cl)no1)c1ccco1 across the screens: -0.8 | -0.1 | -0.9 | 1.3 | 0.5 | 2 | -0.5 | 8 | 0 | -1.4 | -2
COCCn1cnnc1SCC(=O)Nc1cc(C)on1 across the screens: 1.3 | 0.2 | 1.9 | 0.6 | 0.2 | 0 | -1.1 | 0 | 5 | -1.9 | 4
O=C1CC[C@@H](CN(Cc2ccccn2)Cc2nc(Cc3ccccc3)no2)N1 across the screens: -0.8 | 0.6 | -0.1 | 1.0 | 2.4 | 0 | -1.2 | -3 | 0 | 1.7 | -2
Cc1cccc(C(=O)N(Cc2ccc(C)o2)C2CCS(=O)(=O)C2)c1 (stereo unspecified) across the screens: 0.1 | 0.1 | -1.4 | -1.3 | 1.2 | -13 | -1.3 | 7 | -11 | -1.4 | -2

Next section
SMILES	DAX1 inh-1	KLK7 zymogen act	hcDAF12 agonist	DAX1 inh-2	GAA850 FXN act	GC-A act	ssDAF-12 act	sPLA2-III inh	GC-B act	hgDAF-12 ag	SMARCA2 act
O=C(NCCc1ccc(Cl)cc1)C(=O)c1c[nH]c2ccccc12	-0.3	-0.5	3.1	-0.7	-1.1	6	0.0	-20	0	0.0	-3
CCCc1oc(C(=O)O)cc1CN1CCOCC1	-0.5	-0.1	1.2	0.7	-0.6	0	-1.4	3	2	-1.3	0
Cc1ccccc1/C=N/Nc1nc2ccccc2c(=O)n1O	1.9	-1.7	-0.2	0.3	3.7	-1	-1.6	-6	0	7.2	6
CC[C@@]12C(=O)N(c3cccc(F)c3)C(=O)N1[C@H](c1ccc(OC)cc1)[C@@H]1C(=O)N(C(C)(C)C)C(=O)[C@@H]12	-1.2	0.4	-1.4	-0.4	11*	-3	-1.4	-10	2	1.8	0
O=C(CSc1nnc(-c2ccncc2)n1-c1ccc(Br)cc1)c1ccccc1	/	0.6	-2.7	0.1	/	-9	-0.9	-30	-12	0.6	-1
C/C(=C\c1ccccc1)CN1CCC(C(=O)N2CCC(C)CC2)CC1	-0.2	-1.1	-0.9	-0.6	-0.1	3	-1.1	-4	2	-0.3	0
CCOC(=O)N(C)c1c(CC)nc2c(OCC(=O)C(C)(C)C)cccn12	/	0.1	-1.5	-0.3	-2.2	4	-1.6	4	4	-1.9	-1
CCOC(=O)c1nn(-c2cccc(Cl)c2)c2nc(Nc3ccccc3)cc(=O)n12	0.2	0.5	-1.4	0.4	1.0	-10	-1.9	-6	-4	-1.5	-2
CN1CCN(C(=O)/C=C\C(=O)O)CC1	1.2	-0.3	-0.6	0.3	2.6	0	-0.8	0	3	3.9	-1
CCC(=O)N1CCc2cc(S(=O)(=O)NC(Cc3ccccc3)C(=O)Nc3nccs3)ccc21 (stereo unspecified)	-1.2	-0.3	1.1	0.1	-2.1	-4	-0.7	-2	-5	-0.1	-2
O=C(NCc1ccccn1)Nc1ccccc1Cl	1.3	0.6	-0.1	1.7	0.1	1	-0.8	5	1	4.4	6
CC(=O)c1ccc(-n2c(C)ccc2-c2ccccc2)cc1	1.4	0.2	2.0	-0.3	-0.5	0	-1.1	-4	2	1.6	2
O=C(Cc1ccc(S(=O)(=O)N2CCOCC2)s1)Nc1ccc(N2CCOCC2)cc1	0.8	-0.2	0.6	1.5	2.4	1	-1.2	-6	2	3.7	1
Cc1ccccc1OCC(=O)NCC(c1cccs1)N1CCOCC1 (stereo unspecified)	-0.6	0.1	-0.6	-1.3	-0.3	-5	-1.7	9	-2	-2.2	-3
COC(=O)c1cc(S(=O)(=O)NCCc2ccc(Cl)cc2)c[nH]1	-0.2	-0.3	-0.3	0.6	-0.1	0	-1.7	-10	3	5.2	-3
CCOC(=O)C1=C(COC(=O)CSc2ccc(C)cc2C)NC(=O)NC1C (stereo unspecified)	1.5	0.5	0.6	0.8	2.6	-6	-0.4	1	-7	0.4	-1
CC1(C(=O)NS(=O)(=O)Cc2ccccc2)CCN1C(=O)CCc1ccccc1 (stereo unspecified)	/	-0.6	-1.1	2.6	1.0	2	-0.4	3	-1	2.8	-5
CC(C)Oc1ccc(C(=O)Nc2ccc(N(C)C)cc2)cc1	-0.3	-1.0	-1.9	0.3	-3.5	2	-2.1	19*	-2	4.7	2
O=C(Nc1ccccc1-c1ccccc1)C1CCCCC1	0.5	-1.2	-2.0	0.1	0.4	-2	-1.8	3	1	-0.4	1
CC(OC(=O)/C(C#N)=C/c1ccc(N(C)C)cc1)C(=O)NCc1ccco1 (stereo unspecified)	1.4	-0.7	0.7	0.6	1.5	14	-0.4	4	2	0.0	-2
COc1cccc(CC(=O)NNC(=O)c2c(-c3ccccc3)noc2C)c1	/	0.0	1.1	-0.2	-0.4	4	-1.0	-5	0	-0.6	0
CNC(=O)NNC(=O)c1csc(-c2ccc(C(F)(F)F)cc2Cl)n1	/	0.2	-1.2	0.1	1.2	-3	-1.2	2	2	-1.9	4

Source: PubChem
